# Source: PubChem (National Center for Advancing Translational Sciences (NCATS))
# L3MBTL1 inh: blocks human L3MBTL1; Q9Y468; AlphaScreen L3MBTL1–H3K9me1 peptide binding; Potency, µM (top dose mostly 57.1 µM), inactives show at the top dose activity, negative = inhibition, actives largely listed as inhibitors; hit rate 0.66% among 230,000; AID 485360; active = well fitted inhibition curve with a large enough effect; inconclusive = small, poorly fitted or top-dose-only effect; inactive = no such curve, though single readings can be large or run the other way; also: nearly all actives have a fitted effect of over 60% in size
# Target sequence (Q9Y468 whole entry, looked up): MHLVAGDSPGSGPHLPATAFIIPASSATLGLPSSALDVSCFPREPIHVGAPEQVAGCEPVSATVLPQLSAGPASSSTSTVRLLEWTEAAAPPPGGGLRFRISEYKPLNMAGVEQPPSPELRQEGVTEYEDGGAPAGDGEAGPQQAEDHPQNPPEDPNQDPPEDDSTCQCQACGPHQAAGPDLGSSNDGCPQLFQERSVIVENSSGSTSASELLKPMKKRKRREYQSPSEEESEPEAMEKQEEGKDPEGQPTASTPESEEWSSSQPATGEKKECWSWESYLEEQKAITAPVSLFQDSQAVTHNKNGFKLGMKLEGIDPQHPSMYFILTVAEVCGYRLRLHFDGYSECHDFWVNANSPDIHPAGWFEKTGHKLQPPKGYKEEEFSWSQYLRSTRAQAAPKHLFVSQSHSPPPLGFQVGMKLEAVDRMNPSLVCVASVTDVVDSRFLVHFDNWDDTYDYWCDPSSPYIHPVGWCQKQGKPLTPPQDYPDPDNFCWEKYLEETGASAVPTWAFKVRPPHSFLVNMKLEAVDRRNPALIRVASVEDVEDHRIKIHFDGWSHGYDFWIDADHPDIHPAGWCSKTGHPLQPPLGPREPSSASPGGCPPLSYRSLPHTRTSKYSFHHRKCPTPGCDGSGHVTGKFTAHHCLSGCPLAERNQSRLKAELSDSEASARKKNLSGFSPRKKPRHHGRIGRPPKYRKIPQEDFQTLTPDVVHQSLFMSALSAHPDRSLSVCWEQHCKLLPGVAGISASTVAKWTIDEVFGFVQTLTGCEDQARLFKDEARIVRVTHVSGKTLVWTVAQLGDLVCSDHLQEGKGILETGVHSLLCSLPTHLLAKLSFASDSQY
#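 First, the protein-peptide complex forms for 30 min at room temperature (L3MBTL1 50 nM, biotinylated H3K9me1 peptide 75 nM). Next, compounds are pin-transferred and incubated 30 min. Finally, AlphaScreen beads are added and read after 30 min.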
# * marks the source's active call; other numbers are inactive results; u = inconclusive; [ ] = remark or other dose. % is scaled to controls: 0 for no effect and ±100 for the full control effect; potency is read from the fitted curve at half-maximal effect. A portion of the library; count on the stated rates, not on these rows.
SMILES,L3MBTL1 inh
CC1(c2ccc(OC(F)F)cc2)NC(=O)N(CC(=O)N2CCN(C(=O)c3ccco3)CC2)C1=O (centres undefined),10.2%
COc1ccc(C(CNC(=O)c2ccc(Cl)c(NC(=O)c3cccs3)c2)N2CCCC2)cc1 (centres undefined),-9.0%
Cc1cc(NC(=O)CSc2[nH]c(=O)cc(C(F)(F)F)c2C#N)no1,-1.1%
CCCC(=O)C1=C(O)C(C(=O)OC)C(C)(C)CC1=NCCc1ccccc1 (centres undefined),0.9%
CCN(c1ccccc1)S(=O)(=O)c1ccc(Cl)c(NC(=O)c2ccc(=O)[nH]n2)c1,1.6%
C#CCOCCOCCOCCNc1nc(N2CCN(C(=O)CCCCCCCCCCNC(=O)[C@H](CCCCN)n3cc(CCCC(=O)O)nn3)CC2)nc(N2CCN(C(=O)CCCCCCCCCCNC(=O)[C@@H]([C@H](C)O)n3cc(C)nn3)CC2)n1,7.3%
Cn1cc(S(=O)(=O)N2CCCC2)cc1C(=O)NCc1ccccc1,-5.8%
O=C(CNC(=O)c1sc2ccccc2c1Cl)NCc1ccc(F)cc1,0.4%
CNC(=O)C1CC(=O)N(c2ccc(OCC(=O)Nc3ccccc3C)cc2)C1 (centres undefined),5.0%
CC(NC(=O)COC(=O)CCN1C(=O)C2CC=CCC2C1=O)c1ccc(Br)cc1 (centres undefined),-0.4%
COc1cc2nc(CN3CCN(S(=O)(=O)c4ccc(Br)cc4)CC3)[nH]c(=O)c2cc1OC,0.9%
COc1ccc(C(=O)NCC(=O)N2CCN(c3ncccn3)CC2)cc1OC,7.1%
Cc1cccc(NC(=O)C(C)C(=O)c2ccccc2)c1 (centres undefined),3.5%
CCOc1ccccc1OCCC(=O)Nc1ccc2c(c1)OCO2,-0.3%
CC(C)(C)[C@H]1CCC(=O)N([C@H](CSc2ccccc2)Cc2ccccc2)CC1,1.5%
CC(C)N(C)Cc1cn(C)nc1-c1ccc(Oc2ccccc2)cc1,0.1%[2.29 µM]
O=S(=O)(c1cccs1)N1CCC2(CC1)OCCN2S(=O)(=O)c1ccccc1,0.1%
O=C(Cc1cccs1)Nc1ccc(F)c(S(=O)(=O)N2CCOCC2)c1,-4.8%
O=c1nc(-c2ccccc2)c2cc(Br)ccc2[nH]1,1.1%
CCOc1cc(N2CCOCC2)c(OCC)cc1NC(=O)Cn1nc(C)c([N+](=O)[O-])c1C,2.2%
Cn1cc(S(=O)(=O)N2CCOCC2)cc1C(=O)Nc1ccc(Cl)cc1,0.0%
NN1C(=O)/C(=C2/Sc3ccccc3N2CCCS(=O)(=O)O)SC1=S,-29.7%
Cc1ccccc1C(=O)NNC(=O)c1ccc2nc[nH]c2c1,-26.4%
COc1cccc(C(=O)O/N=C(\N)c2ccccn2)c1,0.6%
COC(=O)c1c(NC(=O)C2CCCCC2)sc2c1CCN(C(C)C)C2,-2.2%
O=C(NCc1ccccn1)c1cccc(S(=O)(=O)N2CCc3ccccc32)c1,u
COc1ccc(S(=O)(=O)NCc2cccnc2)cc1C,2.1%
COc1cc(C(=O)NCC(c2ccco2)N2CCc3ccccc32)cc(OC)c1OC (centres undefined),-21.2%
CCOc1cccc(/C=N/NC(=O)c2cccnc2)c1O,-25.0%
Cc1ccc(CN2CCN(Cc3cc4ccccc4o3)CC2CCO)cc1 (centres undefined),-2.9%
CCN(c1ccccc1)S(=O)(=O)c1cc2c(cc1C)NC(=O)CO2,3.2%
O=C(CSc1nc(=O)[nH]c2c1CCCC2)Nc1cc(C(F)(F)F)cc(C(F)(F)F)c1,5.4%
CCCCNc1c(-c2ccc(SC(C)CC)c(OC)c2)nc2ccc(C)cn12 (centres undefined),-0.9%
CC(=O)N1CCN(C(=O)c2ccc(Cl)c(S(=O)(=O)N3CC(C)OC(C)C3)c2)CC1 (centres undefined),7.0%
OCC[C@H]1C[C@H](O)[C@@H](O)[C@@]2(OCCCc3ccccc32)O1,3.0%
Cc1nn(Cc2ccccc2)c(C)c1CNC(=O)[C@H](C)N=C1NS(=O)(=O)c2ccccc21,0.0%

# Some of the entries so far, with the structure last.
L3MBTL1 inh	canonical_smiles
u	O=C(NCc1ccccn1)c1cccc(S(=O)(=O)N2CCc3ccccc32)c1
2.1%	COc1ccc(S(=O)(=O)NCc2cccnc2)cc1C
-21.2%	COc1cc(C(=O)NCC(c2ccco2)N2CCc3ccccc32)cc(OC)c1OC (centres undefined)
-25.0%	CCOc1cccc(/C=N/NC(=O)c2cccnc2)c1O
-2.9%	Cc1ccc(CN2CCN(Cc3cc4ccccc4o3)CC2CCO)cc1 (centres undefined)
3.2%	CCN(c1ccccc1)S(=O)(=O)c1cc2c(cc1C)NC(=O)CO2
5.4%	O=C(CSc1nc(=O)[nH]c2c1CCCC2)Nc1cc(C(F)(F)F)cc(C(F)(F)F)c1

# Other entries.
SMILES,L3MBTL1 inh
O=C(Cn1cc(C(F)(F)F)ccc1=O)N1CCCc2ccccc21,3.9%
O=C(Nc1cc(C(F)(F)F)ccc1N1CCCC1)C1CCCO1 (centres undefined),-2.7%
Cc1ccccc1OCCC(=O)OCC(=O)NCCNC(=O)COC(=O)CCOc1ccccc1C,6.2%
CC(CN1CCCCC1)OC(=O)/C=C/c1ccccc1 (centres undefined),9.7%
C#CCOCCOCCOCCNc1nc(N2CCN(C(=O)CCCCCCCCCCNC(=O)[C@H](CCCCN)n3cc(C)nn3)CC2)nc(N2CCN(C(=O)CCCCCCCCCCNC(=O)[C@H](CCCCN)n3cc(CCCC(=O)O)nn3)CC2)n1,7.5%
Cc1ccc(C(=O)NNC(=O)c2ccncc2)cc1C,0.6%
COCCN=C(NS(=O)(=O)c1cccs1)c1ccccc1Cl,-2.9%
COc1ccc(NC(=O)CN(C)C(=O)c2sc3cc(Cl)ccc3c2Cl)cc1,10.6%
CC(Sc1n[nH]c(=O)n1Cc1ccccc1)C(=O)NC1CCCCC1C (centres undefined),-0.3%
O=S(=O)(Nc1cccc(Br)c1)c1cccc2nsnc12,-5.6%
CCC(CC)CN1C(N(C)C)=NC[C@@H]1CC(C)C,1.1%
Cc1ccc(N2C(=O)C3C4C=CC(CC4)C3C2=O)cc1Cl (centres undefined),-11.6%
CCN(CC(=O)Nc1ccc(NC(C)=O)cc1)C(=O)CN1C(=O)C2CCCCC2C1=O (centres undefined),31.0%[activator]
Cc1cc(Cl)ccc1OC(C)C(=O)OCC(=O)Nc1ccc2[nH]c(=O)[nH]c2c1 (centres undefined),-0.8%
CN(C)C(CNC(=O)c1cccc(S(=O)(=O)NCc2ccccc2)c1)c1ccco1 (centres undefined),-11.9%
Cc1ccc(C(NC(=O)CN2C(=O)NC3(CCCC3)C2=O)c2ccccc2)cc1 (centres undefined),3.1%
COCCCNC(=O)CC1C[C@H](C(=O)N(C(C)C)C(C)C)[C@@]2(C)c3[nH]c4ccc(OC)cc4c3CCN2C1=O (some centres undefined),2.8%
Cc1cccc(C(=O)OCC(=O)N2CCCC2=O)c1[N+](=O)[O-],0.9%
Cc1ccnc(NC(=O)CCC(=O)c2cccs2)c1,-19.3%
O=C(Cc1ccsc1)NNC(=O)c1ccccc1O,-7.9%
CC1CCCCC1NC(=O)COC(=O)COc1ccccc1F (centres undefined),1.0%
O=S1(=O)[C@H]2C[C@H](CO)O[C@@]2(CO)CN1Cc1ccc(-c2cccc(Cl)c2)cc1,1.9%
COc1cccc(CN(C)C(=O)CSCC(=O)Nc2ccc(C)cc2)c1OC,-0.1%
COc1ccc(C2CC(c3cccc(Br)c3)=NN2c2ccc(S(N)(=O)=O)cc2)cc1 (centres undefined),53.7%[activator]
CCC[C@@H]1Cc2ccccc2N1C(C)=O,0.7%
Cc1sc2ncnc(SCC(=O)Nc3ccc(S(=O)(=O)N4CCOCC4)cc3)c2c1C,-11.4%
COc1cc(C)ccc1OCC(=O)OCC(=O)c1ccc[nH]1,-22.8%
CC(=O)N1CCN(C(=O)c2ccc(Cl)c(NC(=O)c3cccs3)c2)CC1,3.1%
CCOc1ccc(S(=O)(=O)N2CCCCC2)cc1NC(=O)CSCc1c(C)noc1C,2.6%
O=C(CN1C(=O)c2ccccc2C1=O)Nc1cccc(Cl)c1,-0.1%
COc1ccc(C(=O)NCc2ccc(Cl)cc2)cc1S(=O)(=O)N1CCCC1,40.4%[activator]
O=C1OC[C@H]2CCCC[C@@H](CO)ON12,1.2%
Cc1cc(C(=O)NNC(=O)c2ccc(Cl)cc2Cl)c(C)o1,3.1%
Fc1ccc(OCCOCCN2CCNCC2)cc1,4.9%
O=C(CN1CCN(c2ccc(O)cc2)CC1)Nc1ccc(S(=O)(=O)N2CCCC2)cc1,-15.6%
CCC(=O)Nc1cccc(-c2nc3ccc(C)cc3o2)c1,0.8%

# Next part (three carried over from the part before).
SMILES,L3MBTL1 inh
Fc1ccc(OCCOCCN2CCNCC2)cc1,4.9%
O=C(CN1CCN(c2ccc(O)cc2)CC1)Nc1ccc(S(=O)(=O)N2CCCC2)cc1,-15.6%
CCC(=O)Nc1cccc(-c2nc3ccc(C)cc3o2)c1,0.8%
O=C(CSc1nc(=O)n(CCCN2CCOCC2)c2c1CCCC2)Nc1ccccc1Cl,-4.8%
COc1ccc(C(=O)C(C)OC(=O)CN2C(=O)c3ccccc3C2=O)cc1 (centres undefined),0.0%
CS(=O)(=O)c1ccc(C(=O)OCC(=O)NCc2cccs2)cc1[N+](=O)[O-],-3.4%
COc1ccccc1C1=NOC(C)(c2nnc(Cc3ccccc3)o2)C1 (centres undefined),4.1%
CC[C@@]12C(=O)N(c3cccc(F)c3)C(=O)N1[C@H](c1ccc(Cl)cc1)[C@@H]1C(=O)N(C3CCCCC3)C(=O)[C@@H]12,-3.3%
CCOC(=O)C1(Cc2cccc(Cl)c2)CCCN(C(=O)CCNC(C)=O)C1 (centres undefined),4.2%
Cc1oc2c(O)c(O)ccc2c(=O)c1-c1ccc(Cl)cc1,-25.7%
Cc1cc(NC(=O)CSc2nc(=O)n(CCCN(C)C)c3c2CCCC3)no1,4.7%
COc1cc(CN2CCN(Cc3cn(C)c4ccccc34)CC2CCO)cc(OC)c1 (centres undefined),1.6%
Cc1nn(-c2ccccc2)c(C)c1NC(=O)COC(=O)c1ccc(Cl)c(N)c1,2.6%
CCOC(=O)C1(Cc2ccc(Cl)cc2)CCN(C(C)Cc2ccc(O)c(OC)c2)CC1 (centres undefined),-3.3%
NC(=O)C1CCN(C(=O)CCc2nc3sc4c(c3c(=O)[nH]2)CCCC4)CC1,u
Cc1ccc(S(=O)(=O)N2CCN(C(=O)CNC(=O)c3ccc(Cl)cc3)CC2)cc1,0.2%
CCn1c(CN(C)c2ccccc2)nc2ccccc21,-7.6%
Cc1nn(-c2ccccc2)c(C)c1NC(=O)COC(=O)CCOc1ccccc1,-1.8%
COc1ccccc1C(=O)O[C@H]1[C@H](Cc2ccccc2)NS(=O)(=O)[C@H]2C[C@@H]3C=C[C@]12O3,2.2%
O=S(=O)(c1c(F)cccc1F)N1CCN(Cc2c(O)ccc3ccccc23)CC1,-6.5%
O=S(=O)(Nc1ccc2c(c1)OCCO2)c1cccc(F)c1,11.1%
CCOc1ccc(C(=O)OCC(=O)Nc2cccc(S(=O)(=O)N3CCCC3)c2)cc1,-3.3%
CCCCOc1ccc(C(=O)NCC(=O)N2CCN(Cc3ccc4c(c3)OCO4)CC2)cc1,-0.9%
O=C(NCCCn1ccnc1)c1cccc(S(=O)(=O)Nc2ccc(F)cc2)c1,2.8%
Cc1cccc(-c2oc3ccccc3c2C#CCCCCO)c1,10.3%
COc1cccc2sc3cc(NCC[C@@H]4CCCN4C)ccc3c(=O)c12,3.1%
CC(=O)c1ccc(OCCCC(=O)Nc2ccc(S(=O)(=O)N3CCOCC3)cc2)cc1,11.3%
CC1CC(OC(=O)c2ccccc2C(=O)c2ccc(Cl)cc2)C(=O)O1 (centres undefined),-0.1%
N#Cc1ccc(CN2CCN(C(=O)CCNS(=O)(=O)c3ccc(F)c(F)c3)CC2)cc1,-0.7%
COc1cc(C(=O)OCC(=O)N2CCC(C)CC2)cc2c1OCCO2,-7.4%
Cc1ccc(C(=O)OCc2nc3ccccc3s2)o1,8.2%
Cc1cccc(C)c1NC(=O)COC(=O)c1c(C)nn(-c2ccccc2)c1C,2.4%
CC(=O)C[C@@H](O)CC(=O)[C@H]1OC(=O)[C@H](C)CCCCc2ccccc21,3.0%
COc1ccccc1NC(=O)COC(=O)/C=C/c1ccc(OC)c(OC)c1,10.0%
COc1cccc(NC(=O)CN(C)C(=O)/C=C/c2cn(Cc3ccccc3)nc2-c2cccnc2)c1,-7.8%
COc1ccc(NCC(=O)NN=C2CCS(=O)(=O)c3ccc(F)cc32)cc1,-9.9%
O=C1OC[C@@H]2CCCN2C(=O)[C@H](CC(=O)N(CCO)Cc2ccccc2)C/C=C\CC[C@@H]1Cc1ccc(F)cc1,1.2%
CSc1ccccc1NC(=O)CN(C)C(=O)COc1ncnc2ccccc12,4.1%
CCOc1ccc(C(=O)NCC(=O)NNC(=O)c2ccco2)cc1OCC,2.8%
O=C(OCC(=O)c1c[nH]c2ccccc12)c1cc(S(=O)(=O)N2CCOCC2)ccc1F,-1.3%
COc1cc(N)c(Cl)cc1C(=O)OCC(=O)N1CCc2ccccc21,-6.1%
CCOC(=O)c1nn(-c2ccc(C)cc2)c(=O)cc1OCC(=O)Nc1cc(C)ccc1OC,u
COc1ccc(NS(=O)(=O)c2cc3c4c(c2)CCN4C(=O)CC3)c(OC)c1,4.0%
CC(C)(C)C(=O)NCc1ccc(C(=O)CSc2nnc(C3CC3)n2C2CC2)s1,6.8%
O=C(CSc1nc2nn(-c3ccccc3)c(=O)c-2c2n1CCCCC2)Nc1ccc(F)c(F)c1,-6.7%
COc1ccc(-c2ccc(NC(=O)c3ccco3)cc2)nn1,-6.2%
